Assay outcomes as filed in PubChem.
S2 tox – Viability Counterscreen for Primary qHTS for Inhibitors of ATXN expression; S2 cells (HEK-293 line with an ATXN2-luciferase reporter) viability, CellTiter-Fluor protease fluorescence, 24 h; 400,000 tested, 0.49% active; Potency, µM (series often up to 56.7 µM), most hits filed as cytotoxic; further: potency means the concentration at half of the fitted maximal effect; nearly all actives have a fitted effect of over 40% in size
A549 tox – Nrf2 qHTS screen for inhibitors: counterscreen for cytotoxicity. A549 ARE-Fluc cells, CellTiter-Fluor viability, 18-24 h. Potency, µM (titrated, usually from 46 µM), inactives show top-dose activity change, negative = cytotoxicity, actives largely listed as inhibitors. 390,000 tested, 0.16% active. AID 504648, 2011; further: potency means the concentration at half of the fitted maximal effect; on the % scale 0 is the no-effect control and ±100 the full control effect
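Cytotoxicity counterscreen: CellTiter-Fluor fluorescence was measured in A549 ARE_Fluc cells after 18-24 h of compound exposure in a concentration series. The subsequent BugLite luminescent read reports ARE-luciferase activity.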
HepG2 tox – qHTS for Inhibitors of TGF-b: Cytotox Counterscreen; 410,000 tested, 0.76% active; HepG2 CAGA-GFP viability, ATP luminescence, 18 h; Potency, µM (top dose mostly 46.1 µM), for inactives: at the top dose activity change, negative = cytotoxicity, usual class: cytotoxic; further: potency means the concentration at half of the fitted maximal effect; some results filed as inactive show a strong effect at the top dose
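HepG2 CAGA-GFP cells (1000/well, DMEM with 1% FBS) received compound, then TGF-beta at 500 pg/mL final, and were incubated 18 hours at 37 degrees C. Viability was read by CellTiter-Glo luminescence. Media-only wells were set as complete cell-killing and DMSO as no toxicity.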
Nrf2 activator – qHTS of Nrf2 Activators | AREc32 ARE-luciferase reporter (MCF7-derived line), luminescence, 24 h | Potency, µM (highest dose often 46.1 µM), for the others: at the top dose activation, hits mostly activators | 410,000 tested, 0.31% active | AID 624171, 2012; further: potency means the concentration at half of the fitted maximal effect; % of control where 0% means no effect; nearly all actives have a fitted effect of over 65% in size
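Each well held 1000 AREc32 cells, which were incubated with compound for 24 hr at 37 deg C after overnight attachment, and ARE reporter activity was quantified by firefly luciferase luminescence.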
TGFb inhibitor – qHTS for Inhibitors of TGF-b; HepG2 CAGA-GFP TGF-b/SMAD3 reporter, GFP fluorescence, 18 h; TGF-beta stimulated, 500 pg/mL final; Potency, µM (top dose mostly 46.1 µM), without a hit: top-dose activity, negative = inhibition, most hits filed as inhibitors; 410,000 tested, 1.2% active; AID 588855, 2011; further: potency means the concentration at half of the fitted maximal effect; on the % scale 0 is the no-effect control and ±100 the full control effect; nearly all actives have a fitted effect of over 65% in size
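Inhibition of TGF-beta-driven CAGA-GFP reporter expression in HEPG2 cells is measured by cellular GFP fluorescence after 18 h stimulation with 500 pg/mL recombinant TGF-beta in 1% FBS medium at 37 degrees C.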
pAkt inh – HTS Assay for Inhibitors of Akt Phophorylation: Primary Screen; AID 651550, 2012; activity change, % for hits at 50 µM; Neuro2A IGF-stimulated pAkt S473 HTRF, 20 min; stronger effect = lower value; 360,000 tested, 0.32% active; in the data active means activity change below about -80%; inconclusive means mostly about -51% to -80%; further: on the % scale 0 is the no-effect control and ±100 the full control effect
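Single-point screen (50 µM final compound) in Neuro2A cells stimulated 20 min with 6 nM IGF at 37 deg C. After lysis, Ser473-phosphorylated Akt read by HTRF (ex 330 nm, em 615/665 nm) as the 665/615 ratio.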
Nrf2 block – Nrf2 qHTS screen for inhibitors; A549 ARE-Fluc reporter, luciferase luminescence, 18-24 h; Potency, µM (titrated, usually from 46 µM), for inactives: at the top dose activity change, negative = inhibition, most hits filed as inhibitors; 360,000 tested, 2.1% active; further: potency means the concentration at half of the fitted maximal effect; on the % scale 0 is the no-effect control and ±100 the full control effect; nearly all actives have a fitted effect of over 60% in size
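Nrf2 function is reported as luminescence of an ARE-controlled luciferase in A549 cells. Compounds were tested at several concentrations, and a CellTiter-Fluor read on the same wells flagged cytotoxicity.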
CCT modulator – High-Throughput Screening for Modulators of Cytosolic Chaperonin Activity. 360,000 tested, 0.3% active. activity change, % (test concentration not listed), hits read low. purified chaperonin ATPase assay, HTRF ADP detection, 30 min; in the data active means activity change below about -30%; further: on the % scale 0 is the no-effect control and ±100 the full control effect
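TRiC (40 or 20 nM final, by batch activity) in 30 mM Tris pH 7.4, 100 mM KCl, 5 mM MgCl2, 1 mM DTT was treated with compound at 76 uM single dose, then 10 uM ATP, 30 min at 37 °C. ADP was read by HTRF Transcreener.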
MmCpn inh – Inhibitors of TCP-1 ring complex (TRiC) of Methanococcus maripaludis (MmCpn): qHTS; Chaperonin Mm-Cpn (Methanococcus maripaludis); purified Mm-Cpn ATPase, ADP Transcreener TR-FRET; Potency, µM (highest dose often 76.9 µM), for the others: at the top dose activity, negative = inhibition, usual class: inhibitors; 330,000 tested, 0.031% active; AID 504842, 2011; further: potency means the concentration at half of the fitted maximal effect; on the % scale 0 is the no-effect control and ±100 the full control effect; nearly all actives have a fitted effect of over 80% in size
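Compound-treated chaperonin, 25 nM final, turns over 10 uM ATP at 37°C for 30 min following a 10 min preincubation; ADP generated competes with ADP-d2 for Eu-cryptate antibody, lowering FRET.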
* marks the source's active call; other numbers are inactive results; [ ] = dose if it differs, or a comment. Unless noted, the call rests on the fitted dose curve; in most records, active means well fitted curve in the direction sought with a large enough effect; inconclusive means small, poorly fitted or top-dose-only effect, or another doubt; inactive means no such curve, though single readings can be large; an effect the other way counts as inactive or inconclusive.

`Cc1ccc2nc(N3CCN(C(=O)c4ccc(F)cc4)CC3)c(C#N)cc2c1` gave S2 tox inactive, A549 tox 5.7%, HepG2 tox -17.0%, Nrf2 activator 3.4%, TGFb inhibitor 10µM*, pAkt inh inactive, Nrf2 block -16.3%, CCT modulator -4.9 and MmCpn inh -10.2%.
For CC(=O)NC(Cc1cc(C)ccc1C)C(=O)N1CCN(C(=O)c2ccc([N+](=O)[O-])cc2)CC1 (stereo not drawn) the results were S2 tox inactive, A549 tox -0.9%, HepG2 tox 1.7%, Nrf2 activator 0.1%, TGFb inhibitor 10.4%, pAkt inh inactive, Nrf2 block 6.5%, CCT modulator -0.5 and MmCpn inh 1.3%.
For NC(=O)CN1C(=O)C2CCCCN2C(=O)c2ccccc21 (stereo not drawn) the results were S2 tox inactive, A549 tox 9.2%, HepG2 tox -0.3%, Nrf2 activator -0.7%, TGFb inhibitor 0.6%, pAkt inh inactive, Nrf2 block 19.2%, CCT modulator 2.4 and MmCpn inh -3.7%.
CCOc1cccc2cc(C(N)=O)c(=NCc3ccccc3)oc12 was read as S2 tox inactive, A549 tox 3.5%, HepG2 tox -5.1%, Nrf2 activator 4.7%, TGFb inhibitor -4.2%, Nrf2 block 9.8%, CCT modulator -0.7 and MmCpn inh -1.0%.
Screening CCCCNC(=S)Nc1cc(S(=O)(=O)N2CCCCC2)ccc1C returned S2 tox inactive, A549 tox -4.4%, HepG2 tox 0.9%, Nrf2 activator -0.8%, TGFb inhibitor -23.2%, pAkt inh inactive, Nrf2 block inconclusive, CCT modulator 0.5 and MmCpn inh -2.8%.
Screening Clc1cccc(Cl)c1/C=N\Nc1nccs1 returned S2 tox inactive, A549 tox 0.7%, HepG2 tox -15.5%, Nrf2 activator 10µM*, TGFb inhibitor inconclusive, pAkt inh inactive, Nrf2 block 11.3%, CCT modulator 2.3 and MmCpn inh -1.8%.
Screening O=C(NCc1cccs1)c1cccnc1C(=O)O returned S2 tox inactive, A549 tox -0.8%, HepG2 tox 1.1%, Nrf2 activator 0.1%, TGFb inhibitor 1.3%, pAkt inh inactive, Nrf2 block -0.9%, CCT modulator 1.1 and MmCpn inh -0.8%.
Screening CC(=O)c1ccc(OCC(C)C)c(Cc2c(O)nc(N)[nH]c2=O)c1 returned S2 tox inconclusive, A549 tox 5.7%, HepG2 tox -12.8%, Nrf2 activator -0.4%[9.22 µM], TGFb inhibitor -5.5%, pAkt inh inactive, Nrf2 block -1.1%, CCT modulator -0.7 and MmCpn inh 0.3%.
`CCCC[n+]1ccc(-c2nc3ccc([N+](=O)[O-])cc3[nH]2)cc1` gave S2 tox inactive, A549 tox -12.3%, HepG2 tox 8.4%, Nrf2 activator 2.9%, TGFb inhibitor 3.1%, pAkt inh inactive, Nrf2 block 14.6%, CCT modulator -4.3 and MmCpn inh 1.6%.
`CCOc1ccc(CCNC(=O)Cc2ccc(NC3=NC4CS(=O)(=O)CC4S3)cc2)cc1` (stereo not drawn) gave S2 tox inactive, A549 tox 3.0%, HepG2 tox -10.5%, Nrf2 activator -0.2%, TGFb inhibitor -5.1%, pAkt inh inactive, Nrf2 block 1.9%, CCT modulator -0.1 and MmCpn inh 0.8%.
CSc1nc(N)nc(N(C)C)n1 was read as S2 tox inactive, A549 tox 3.5%, HepG2 tox -10.8%, Nrf2 activator 2.1%, TGFb inhibitor inconclusive, pAkt inh inactive, Nrf2 block -17.1%, CCT modulator -1.3 and MmCpn inh 1.8%.
Screening CCC(=O)N1N=C(c2ccc(NS(C)(=O)=O)cc2)CC1c1ccc(N(C)C)cc1 (stereo not drawn) returned S2 tox inactive, A549 tox 0.5%, HepG2 tox -17.2%, Nrf2 activator 7.9%, TGFb inhibitor 1.2%, pAkt inh inactive, Nrf2 block 7.1%, CCT modulator 0.6 and MmCpn inh -2.5%.
Screening O=C(CC1C[C@H](C(=O)N2CCCCC2)[C@@]2(CCc3ccccc3)c3[nH]c4ccccc4c3CCN2C1=O)NCc1ccco1 (stereo partly drawn) returned S2 tox inconclusive, A549 tox -22.9%, HepG2 tox -41.2%, Nrf2 activator -0.2%, TGFb inhibitor -3.2%, pAkt inh inactive, Nrf2 block inconclusive, CCT modulator -2.7 and MmCpn inh 1.1%.
Screening COc1ccc(S(=O)(=O)N2CCC(C(=O)N3CCCC3)CC2)cc1C returned S2 tox inactive, A549 tox 0.1%, HepG2 tox -5.1%, Nrf2 activator -0.2%, TGFb inhibitor -5.7%, pAkt inh inactive, Nrf2 block -3.2%, CCT modulator 0.4 and MmCpn inh -2.0%.
O=C(N/N=C/c1ccc(O)cc1O)c1ccc(CN2C(=O)c3cccc4cccc2c34)cc1 was read as S2 tox inconclusive, A549 tox inconclusive, HepG2 tox -38.5%, Nrf2 activator 0.2%, TGFb inhibitor inconclusive, pAkt inh inactive, Nrf2 block 9.2µM*, CCT modulator 1.0 and MmCpn inh -2.2%.
`CCOc1ccc(S(=O)(=O)N2CCCCC2)cc1NC(=O)CCc1ccc(OC)cc1` gave S2 tox inactive, A549 tox 0.6%, HepG2 tox -0.3%, Nrf2 activator 0.1%, TGFb inhibitor 2.4%, pAkt inh inactive, Nrf2 block -2.0%, CCT modulator -1.3 and MmCpn inh 0.1%.
Screening O=C(CCNC(=O)Cn1ccc2ccccc2c1=O)NCCN1CCN(c2ccccc2F)CC1 returned S2 tox inactive, A549 tox -6.1%, HepG2 tox -17.0%, Nrf2 activator -0.7%, TGFb inhibitor 5.8%, pAkt inh inactive, Nrf2 block -5.6% and CCT modulator -2.3.
For O=C(c1ccc(S(=O)(=O)Nc2ccccc2)cc1)N1CCCCCCC1 the results were S2 tox inactive, A549 tox -5.3%, HepG2 tox -5.8%, Nrf2 activator -0.3%, TGFb inhibitor -19.2%, pAkt inh inactive, Nrf2 block inconclusive, CCT modulator -2.9 and MmCpn inh 2.0%.
For O=C(Nc1c(C(=O)N2CCOCC2)cnn1-c1ccccc1)c1ccco1 the results were S2 tox inactive, A549 tox -1.6%, HepG2 tox -10.7%, Nrf2 activator 0.3%, TGFb inhibitor 0.1%, pAkt inh inactive, Nrf2 block -0.8%, CCT modulator 2.8 and MmCpn inh -2.0%.
For COc1ccc(-c2csc(NC(=O)c3ccco3)n2)cc1 the results were S2 tox inactive, A549 tox 1.5%, HepG2 tox -39.2%, Nrf2 activator 9.4%, TGFb inhibitor 0.0%, pAkt inh inactive, Nrf2 block inconclusive, CCT modulator -1.9 and MmCpn inh -14.0%.
Screening Cc1cc(C)cc(N(CC(=O)NC2CCCCC2)C(=O)CCC(=O)Nc2cc(C)ccn2)c1 returned S2 tox inactive, A549 tox 1.6%, HepG2 tox 2.4%, Nrf2 activator -1.2%, TGFb inhibitor -0.3%, pAkt inh inactive, CCT modulator -1.8 and MmCpn inh -0.7%.
For CN1C(=O)C2(c3ccccc31)N(c1ccc(F)c(Cl)c1)C(=O)CS2(=O)=O (stereo not drawn) the results were S2 tox inactive, A549 tox -4.4%, HepG2 tox -3.9%, Nrf2 activator 0.1%, TGFb inhibitor 12.2% and Nrf2 block -27.9%.
O=C(COC(=O)c1ccccc1C(=O)c1ccccc1)NCc1ccc(F)cc1 was read as S2 tox inactive, A549 tox 1.9%, HepG2 tox 9.4%, Nrf2 activator 11.0%, TGFb inhibitor 6.9%, pAkt inh inactive, Nrf2 block -12.9%, CCT modulator -1.8 and MmCpn inh 1.3%.
For COc1ccc(Cl)cc1NC(=O)CN(C)CC(=O)Nc1cc(OC)c(OC)c(OC)c1 the results were S2 tox inconclusive, A549 tox -17.0%, HepG2 tox -0.4%, Nrf2 activator 0.6%, TGFb inhibitor 4.0%, pAkt inh inactive, Nrf2 block 3.1%, CCT modulator 0.3 and MmCpn inh -1.4%.

Molecules listed so far that contain two or more sulfur atoms (two):
Screening CCCCNC(=S)Nc1cc(S(=O)(=O)N2CCCCC2)ccc1C returned S2 tox inactive, A549 tox -4.4%, HepG2 tox 0.9%, Nrf2 activator -0.8%, TGFb inhibitor -23.2%, pAkt inh inactive, Nrf2 block inconclusive, CCT modulator 0.5 and MmCpn inh -2.8%.
`CCOc1ccc(CCNC(=O)Cc2ccc(NC3=NC4CS(=O)(=O)CC4S3)cc2)cc1` (stereo not drawn) gave S2 tox inactive, A549 tox 3.0%, HepG2 tox -10.5%, Nrf2 activator -0.2%, TGFb inhibitor -5.1%, pAkt inh inactive, Nrf2 block 1.9%, CCT modulator -0.1 and MmCpn inh 0.8%.

Other compounds follow.
Cc1ccc(S(=O)(=O)NN2C(=O)/C(=C/c3ccccn3)SC2=S)cc1 was read as S2 tox inactive, A549 tox -11.6%, HepG2 tox -5.8%, Nrf2 activator -0.2%, TGFb inhibitor -33.5%, pAkt inh inactive, Nrf2 block -9.6%, CCT modulator -1.4 and MmCpn inh 0.3%.
For Cc1c(Nc2cc(N3CCCCCC3)c3nonc3c2[N+](=O)[O-])c(=O)n(-c2ccccc2)n1C the results were S2 tox inconclusive, A549 tox -15.7%, HepG2 tox 0.0%, Nrf2 activator 0.3%, TGFb inhibitor -9.5%, pAkt inh inactive, CCT modulator -2.4 and MmCpn inh 0.5%.
`N#Cc1c(-c2cccs2)cc(C2CC2)nc1SCC(N)=O` gave S2 tox inactive, A549 tox -2.5%, HepG2 tox 17.1%, Nrf2 activator 2.4%, TGFb inhibitor 12.4%, pAkt inh inconclusive, CCT modulator 0.5 and MmCpn inh -9.5%.
`COc1ccccc1CCn1cc(C#N)c(=O)[nH]c1=O` gave S2 tox inactive, A549 tox -1.9%, HepG2 tox -20.8%, Nrf2 activator -0.9%, TGFb inhibitor 1.8%, pAkt inh inactive, Nrf2 block 12.1%, CCT modulator 1.6 and MmCpn inh -0.4%.
